Bioassay records (PubChem)
MITF inh: human MITF inhibition, primary screen; O75030; AlphaScreen MITF homodimerization, bead proximity signal; inhibition, % at 2.6 µM; 650,000 compounds, 0.91% hits; AID 1259374; in the data active = inhibition above about 50%;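 also: 0% = vehicle wells with protein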
GPR151 ag: human GPR151 activation; PathHunter beta-arrestin GPR151 cells, luminescence; 650,000 compounds, 1% hits; activation, % at 11.2 µM; Q8TDV0; AID 1508602; in the data active = activation above about 4.9%;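 also: 0% = median of compound wells and 100% = cells with positive control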
Target sequence (Q8TDV0 whole entry, looked up): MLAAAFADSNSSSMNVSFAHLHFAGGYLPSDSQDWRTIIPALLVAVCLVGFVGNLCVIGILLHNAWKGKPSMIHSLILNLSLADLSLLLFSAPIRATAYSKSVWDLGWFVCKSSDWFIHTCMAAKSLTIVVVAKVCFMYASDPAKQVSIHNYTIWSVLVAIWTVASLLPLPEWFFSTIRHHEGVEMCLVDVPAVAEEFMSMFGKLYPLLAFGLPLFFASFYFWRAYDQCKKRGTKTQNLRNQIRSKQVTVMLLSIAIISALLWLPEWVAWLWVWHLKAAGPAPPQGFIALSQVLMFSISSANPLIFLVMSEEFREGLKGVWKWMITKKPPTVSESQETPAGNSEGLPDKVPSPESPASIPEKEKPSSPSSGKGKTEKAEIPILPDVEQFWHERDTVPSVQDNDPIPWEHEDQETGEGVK
FBW7 activator: human FBW7 E3 ligase activation, primary screen; normalized activity (activation), % at 26.1 µM; 650,000 compounds, 0.13% hits; AlphaScreen FBW7–phospho-cyclin E peptide binding, activator screen; Q969H0; in the data active = normalized activity above about 1.9%;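 also: purified mutant Fbw7 with reduced substrate affinity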
Target sequence (Q969H0 whole entry, looked up): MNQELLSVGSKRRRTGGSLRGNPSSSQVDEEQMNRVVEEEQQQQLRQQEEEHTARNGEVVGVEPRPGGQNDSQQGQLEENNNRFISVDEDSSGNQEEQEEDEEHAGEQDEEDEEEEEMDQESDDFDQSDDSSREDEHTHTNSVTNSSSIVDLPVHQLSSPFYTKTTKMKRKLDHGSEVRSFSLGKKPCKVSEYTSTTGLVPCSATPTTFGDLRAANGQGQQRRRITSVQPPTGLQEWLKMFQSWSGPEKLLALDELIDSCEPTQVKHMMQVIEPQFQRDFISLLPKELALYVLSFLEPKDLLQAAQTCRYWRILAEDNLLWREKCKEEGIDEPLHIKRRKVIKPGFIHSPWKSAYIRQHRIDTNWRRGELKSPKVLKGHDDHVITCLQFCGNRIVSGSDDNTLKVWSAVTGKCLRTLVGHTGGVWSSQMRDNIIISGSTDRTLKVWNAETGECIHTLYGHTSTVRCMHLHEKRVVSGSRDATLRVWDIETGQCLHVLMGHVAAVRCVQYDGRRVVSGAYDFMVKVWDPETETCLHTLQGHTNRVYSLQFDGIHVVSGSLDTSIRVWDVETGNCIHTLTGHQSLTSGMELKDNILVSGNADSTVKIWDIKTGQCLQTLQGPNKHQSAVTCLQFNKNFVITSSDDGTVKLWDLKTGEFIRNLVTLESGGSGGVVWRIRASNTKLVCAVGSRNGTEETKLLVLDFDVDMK
TEAD-YAP block: TEAD-YAP interaction inhibition | HEK-TIYL cells, TEAD-Gal4/YAP UAS-luciferase luminescence | inhibition, % at 9.12 µM | 640,000 compounds, 1.4% hits | AID 1259422; in the data active = inhibition above about 32%;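 also: 0% = median of test compound wells and 100% = reference inhibitor wells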
* = called active by the depositor.

SMILES	MITF inh	GPR151 ag	FBW7 activator	TEAD-YAP block
Cc1ccc2oc(-c3cc(NC(=O)c4cncc(Br)c4)ccc3O)nc2c1	12	-3.0	0.2	-29
O=C1CCCC2=C1C(c1cn[nH]c1-c1ccc(F)cc1)c1c(ccc3ncccc13)N2 (stereo unspecified)	-2	-0.1	0.0	11
CC(C)(C)C1CCc2c(sc3nc(-c4ccccc4Cl)oc(=O)c23)C1 (stereo unspecified)	3	3.4	0.1	5
CCSc1nnc2c(=O)n(C)c(=O)n(C)c2n1	7	-0.6	-0.4	-3
N#Cc1cc(Oc2cccc(-c3cnc4ccccc4n3)c2)nc2ccccc12	24	-1.3	0.2	-4
COc1ccc(CCC(=O)Nc2ccc(N(C)C)cc2)cc1	12	-0.5	-0.3	-1
CCN(CC)C(=O)CN(Cc1ccccc1)S(=O)(=O)c1ccc(Br)cc1	11	0.8	1.1	7
Cc1c(C(=O)N2CCC3(CC2)OCCO3)sc2ncn(Cc3ccccc3Cl)c(=O)c12	10	-0.7	0.0	4
O=C1CSc2sc(=O)sc2SC1	3	3.9	-0.2	7
CCCCCSc1nc(C)c(CC(=O)OC)c(=O)[nH]1	-8	1.6	-0.1	1
COc1ccccc1NC(=O)c1ccccc1S(=O)(=O)c1ccccc1[N+](=O)[O-]	12	0.0	0.0	2
Cc1cccc(OCCCC(=O)Nc2ccc(C(=O)O)cc2)c1	-3	0.1	0.0	-3
O=C(NC1CC(=O)N(c2cccc(F)c2)C1)c1ccccc1[N+](=O)[O-] (stereo unspecified)	1	0.6	0.0	2
Cc1cc(C(=O)/C(C#N)=C2/C(=O)Nc3ccc([N+](=O)[O-])cc32)c(C)n1-c1ccccc1F	7	0.7	-0.2	-2
Cn1c(=O)c2c(nc(Oc3ccc(-c4ccccc4)cc3)n2C)n(C)c1=O	-8	1.2	0.0	3
O=C(CCc1ccccc1)NNC(=O)c1ccccc1I	6	0.8	0.1	3
O=C(Nc1ccc(-c2cn3ccsc3n2)cc1)c1ccc(Br)o1	8	-1.6	0.8	-31
NC(=O)c1ccc(-c2nc(Nc3ccccc3)c3ncn(-c4ccccc4)c3n2)cc1	10	1.5	-0.1	-1
CC(=O)NC1C(Oc2ccc(Cl)cc2)OC(COC(C)=O)C(OC(C)=O)C1OC(C)=O (stereo unspecified)	12	-0.8	0.7	5
NC(=O)C1CCN(c2ccc(Nc3ccc(C(F)(F)F)cc3)nn2)CC1	2	1.3	0.0	-7
COc1ccc(Cc2nc(-c3cccc(Br)c3)no2)cc1	20	-1.1	0.1	-5
O=C(Nc1nc(C23CC4CC(CC(C4)C2)C3)cs1)c1c(O)c2cccc3c2n(c1=O)CC3	4	-1.1	0.1	4
CCN(CC)S(=O)(=O)c1ccc(NC(=O)c2cccc([N+](=O)[O-])c2C)cc1	16	1.0	-0.2	7
O=C(Nc1ccc(Br)cc1)c1ccc2c(c1)C(=O)N(c1ccc([N+](=O)[O-])cc1)C2=O	10	-0.6	0.1	0
COC(=O)c1ccc(NC(=O)CSc2nnnn2C2CC3CCC2C3)cc1 (stereo unspecified)	13	-1.2	0.2	10
O=C(NCCCN1CCCC1=O)c1csc(NCc2ccc3c(c2)OCO3)n1	1	4.2	-0.1	9
O=C1/C(=C\c2ccccc2)S/C(=N\c2ccccn2)N1c1ccccc1	0	-0.1	0.7	4
COc1ccccc1-c1nnc(NC(=O)c2cc(=O)c3ccccc3o2)o1	-8	-0.7	-0.1	2
O=C1C(=O)N(CCCn2ccnc2)C(c2cccnc2)/C1=C(/O)c1ccccc1 (stereo unspecified)	7	1.2	0.0	-7
O=C(CSc1nnc(-c2ccc3c(c2)OCO3)o1)NC(=O)NCc1ccccc1	-2	-1.5	0.0	0
Cn1cnc(S(=O)(=O)NCc2csc(-c3cccs3)n2)c1	14	-1.9	1.4	-6
CCN1C(=O)NC(c2ccc([N+](=O)[O-])cc2)C(C(=O)OCCOc2ccccc2)=C1C (stereo unspecified)	9	0.4	0.0	1
CC1=C(C(=O)NCc2ccc(F)cc2)C2(CCCCCC2)OC1=O	9	1.5	0.2	6
CCOC(=O)c1[nH]c(=O)[nH]c1CN(Cc1ccco1)Cc1[nH]c(=O)[nH]c1C(=O)OCC	12	-0.8	0.9	-4
O=C(Cn1c2ccccc2n2cc(-c3ccccc3)cc12)N1CCCC1	22	1.1	0.8	-18
Cc1c(NC(=S)N/N=C\c2ccc(N(C)C)cc2)c(=O)n(-c2ccccc2)n1C	1	0.1	0.0	6
CN(C)c1ccc(/C=N/NC(=S)Nc2cccc(C(=O)O)c2)cc1	-7	0.7	0.2	64*
CC(C)(C)c1cc(CN2CCCCC2)cc(C(C)(C)C)c1O	0	-0.3	0.1	-1
Cc1c(-c2cn[nH]c2)cc2[nH]c(C3COc4ccccc4O3)nc2c1C (stereo unspecified)	12	-1.8	0.4	-42
CC(C)C(=O)Nc1ccc(NC(=O)c2cccnc2)cc1	9	0.5	0.1	-25
Cc1c(C)[n+](=O)c(-c2ccc(Br)cc2)c(C)n1[O-]	-13	0.3	0.0	-3
Nc1cc(C(=O)NCCSCc2ccccc2)ccc1N1CC2CC(C1)c1cccc(=O)n1C2 (stereo unspecified)	10	-0.4	0.7	8
Cc1nn(C(=O)c2cccnc2)c(C)c1Sc1ccc(Br)cc1	-4	-1.4	0.0	-2
O=C(CSCCOC(=O)c1cc2ccccc2o1)Nc1cccc2ccccc12	12	0.9	-0.1	7
COCC(C)N1CCC(Oc2cccc(C(=O)NCCc3ccccc3)c2)CC1 (stereo unspecified)	-1	0.0	0.0	-2
COc1ccc(CCNc2cc(N3CCN(C(=O)CCC4CCCC4)CC3)ccc2[N+](=O)[O-])cc1OC	6	0.1	0.3	9
CC(C)c1ccc(C2Nc3ccccc3NC3=C2C(=O)CC(c2ccccc2)C3)cc1 (stereo unspecified)	-10	1.6	0.0	-3
O=C(c1ccccc1-c1ccccc1)N1CCn2cnnc2C1	-1	-1.2	0.0	-6
COc1ccc(C2CC(C(F)(F)F)n3nc(C(=O)NCc4ccccc4)c(Cl)c3N2)cc1 (stereo unspecified)	-1	0.0	-0.1	7
CC(CC(=O)NCCc1ccccc1)CC1=NS(=O)(=O)c2ccccc2N1 (stereo unspecified)	5	-0.7	-0.1	2
C=CCN1C(=O)/C(=C/c2ccc(OCC(=O)O)c(OC)c2)S/C1=N/c1nccs1	9	-1.4	0.2	-4
O=C(COC(=O)c1cccc(NC(=O)c2ccco2)c1)c1ccc(Br)cc1	22	-0.7	0.1	-40
COc1cccc(NC(=O)c2cc3c(=O)n4ccccc4nc3n2C)c1	-5	-1.2	-0.2	1
CCOCCOC(=O)c1ccc(NS(=O)(=O)c2ccc(C)cc2)cc1	-2	-0.3	0.7	9
Cc1c(C(=O)O)oc2ccc(S(=O)(=O)NCc3ccccc3Cl)cc12	9	0.9	0.7	-1
COc1ccc(NC(=O)CCc2c(C)nc3c(-c4ccccc4)c(C)nn3c2C)cc1	-2	0.8	0.0	-3
O=C(Nc1ncn[nH]1)C(F)(F)F	-2	-0.3	0.1	9
COC(=O)c1c(NC(=O)c2nn3c(C(F)(F)F)cc(-c4ccc(Br)o4)nc3c2Br)sc2c1CCCC2	-4	1.0	-0.1	-9
COc1ccc(C(=O)Nc2ccc(N3CCC(N4CCCC(OC)C4)CC3)cc2)cc1 (stereo unspecified)	-9	0.2	-0.2	-7
Cc1ccn2c(=O)c(C(=O)Nc3cc(C(F)(F)F)cc(C(F)(F)F)c3)cnc2c1	10	1.5	0.1	-5
More compounds:
SMILES	MITF inh	GPR151 ag	FBW7 activator	TEAD-YAP block
CN(C)c1ncc(/C=C2/C(=O)NC(=S)N(c3cccc(C(F)(F)F)c3)C2=O)cn1	-3	0.2	0.1	6
O=S(=O)(c1cc(Br)ccc1Br)N1CCN(CCO)CC1	8	-0.1	0.2	1
COc1cc(S(=O)(=O)N2CC(C)OC(C)C2)c(OC)cc1Cl (stereo unspecified)	4	0.9	0.1	3
COc1cc(C(=O)COC(=O)c2cc(F)c(F)cc2Cl)cc(OC)c1OC	-3	0.4	0.0	-5
Cc1ccc(OCC(=O)Nc2cccc3c(NC(=O)COc4ccc(C)cc4)cccc23)cc1	-4	-0.4	-0.2	4
N#Cc1c(Oc2cccc(N)c2)cccc1Oc1cccc(N)c1	-23	1.4	-0.1	-5
CCOC(=O)C1=C(C)N=c2s/c(=C/c3ccc([N+](=O)[O-])o3)c(=O)n2C1c1ccccc1 (stereo unspecified)	36	0.2	0.3	18
Cc1c(C(=O)C(=O)N2CC(C)CC(C)C2)c2ccccc2n1C (stereo unspecified)	6	0.8	0.0	5
COC(=O)C1=CN(CC23CC4CC(CC(C4)C2)C3)C=C(C(=O)OC)C1c1cccs1	6	1.9	1.1	-13
CCc1ccc(-n2c(SCC(=O)N3CCCC3)nc3n[nH]c(C)c3c2=N)cc1	4	-1.1	-0.1	-1
Cc1ccc(C2=NN(CCC(=O)NCCC(C)C)C(=O)CC2)cc1	-7	-0.1	-0.1	4
COC(=O)c1ccccc1NC(=O)CN(c1cc(Cl)ccc1C)S(C)(=O)=O	-8	0.3	0.2	12
Cc1nnc(C)n1/N=C/C=C\c1ccccc1[N+](=O)[O-]	1	-1.6	-0.1	-4
CN(C)c1cc(N/N=C/C=C/c2ccccc2)nc(N(C)C)n1	-3	-0.1	-0.2	-7
CN1CCCCC1C(=O)N/N=C/c1ccc([N+](=O)[O-])cc1 (stereo unspecified)	4	0.4	0.0	7

Quoted from the entries so far (13 entries):
SMILES	MITF inh	GPR151 ag	FBW7 activator	TEAD-YAP block
COc1cc(S(=O)(=O)N2CC(C)OC(C)C2)c(OC)cc1Cl (stereo unspecified)	4	0.9	0.1	3
COc1cc(C(=O)COC(=O)c2cc(F)c(F)cc2Cl)cc(OC)c1OC	-3	0.4	0.0	-5
Cc1ccc(OCC(=O)Nc2cccc3c(NC(=O)COc4ccc(C)cc4)cccc23)cc1	-4	-0.4	-0.2	4
N#Cc1c(Oc2cccc(N)c2)cccc1Oc1cccc(N)c1	-23	1.4	-0.1	-5
CCOC(=O)C1=C(C)N=c2s/c(=C/c3ccc([N+](=O)[O-])o3)c(=O)n2C1c1ccccc1 (stereo unspecified)	36	0.2	0.3	18
Cc1c(C(=O)C(=O)N2CC(C)CC(C)C2)c2ccccc2n1C (stereo unspecified)	6	0.8	0.0	5
COC(=O)C1=CN(CC23CC4CC(CC(C4)C2)C3)C=C(C(=O)OC)C1c1cccs1	6	1.9	1.1	-13
CCc1ccc(-n2c(SCC(=O)N3CCCC3)nc3n[nH]c(C)c3c2=N)cc1	4	-1.1	-0.1	-1
Cc1ccc(C2=NN(CCC(=O)NCCC(C)C)C(=O)CC2)cc1	-7	-0.1	-0.1	4
COC(=O)c1ccccc1NC(=O)CN(c1cc(Cl)ccc1C)S(C)(=O)=O	-8	0.3	0.2	12
Cc1nnc(C)n1/N=C/C=C\c1ccccc1[N+](=O)[O-]	1	-1.6	-0.1	-4
CN(C)c1cc(N/N=C/C=C/c2ccccc2)nc(N(C)C)n1	-3	-0.1	-0.2	-7
CN1CCCCC1C(=O)N/N=C/c1ccc([N+](=O)[O-])cc1 (stereo unspecified)	4	0.4	0.0	7

Further results follow.
SMILES	MITF inh	GPR151 ag	FBW7 activator	TEAD-YAP block
N#Cc1cc(-c2ccccc2)oc1NC(=O)c1ccc([N+](=O)[O-])cc1	20	-0.9	0.3	8
CC(C)(C)C(=O)COC(=O)Cn1nnc2ccccc21	-4	0.4	0.1	1
C=CCNC(=O)CSc1nc2cc(C)ccc2cc1C#N	-9	-0.1	-0.1	-4
O=C(CN1CCCCC1)Nc1ccc(Cc2ccc(NC(=O)CN3CCCCC3)cc2)cc1	2	0.4	-0.1	7
CC(=O)OCC(=O)[C@@]12OC(C)(C)O[C@@H]1CC1C3C[C@H](F)C4=CC(=O)C=C[C@]4(C)[C@@]3(F)[C@@H](O)C[C@@]12C (stereo partly specified)	21	0.8	1.3	-6
Cc1ccc(-n2nnnc2SCC(=O)Nc2c(C#N)oc3ccccc23)cc1	6	-1.0	-0.1	10
Cc1cccc(OCCCC(=O)NCc2ccccc2)c1C	-7	0.3	-0.2	-10
O=C(Cn1ncc2cccn2c1=O)c1ccc(F)cc1	-1	0.6	-0.1	-15
CCOC(=O)CCC(=O)Nc1c(C(=O)Nc2cccc(F)c2)oc2ccccc12	0	0.9	0.0	-7
CC1(C)CC(=O)C2=C(C1)N(c1ccc(Cl)cc1)C1=C(C(=O)CC(C)(C)C1)C2c1ccc(Cl)cc1	-2	-0.1	-0.1	5
CN(C)c1ccc(NS(=O)(=O)c2ccc(F)cc2)cc1	5	0.1	0.0	-19
CCOC(=O)C1CCC(CN(Cc2cccc(Br)c2)S(=O)(=O)c2ccc(Br)cc2)CC1 (stereo unspecified)	4	1.2	-0.1	16
Cc1cc(C)n2nc(SCCC(=O)NCc3ccccc3Cl)nc2n1	-3	1.4	-0.2	0
CC(=O)c1sc(Nc2nc3ccc(F)cc3s2)nc1C	2	-1.2	0.7	-27
Cc1ccc2nc3c(cc(C(=O)NC4CCCC4)c(=N)n3C(C)C)c(=O)n2c1	1	0.6	-0.3	5
CCc1ccc(NC(=O)c2nn3c(c2Br)NC(c2cccs2)CC3C(F)(F)F)cc1 (stereo unspecified)	-7	1.6	-0.1	-9
CCOc1cc(C2NC(=O)NC(c3ccccc3)=C2C(C)=O)ccc1OCC(N)=O (stereo unspecified)	-10	1.2	-0.2	-12
COc1cc(Br)cc(/C=C(\C#N)C(=O)NC2CCCCC2)c1O	26	0.9	0.2	10
COc1ccccc1N1C(=O)C2C(C(C)=O)=NN(c3ccc(Cl)cc3)C2C1=O (stereo unspecified)	7	1.3	0.0	-9
CCCOc1c(Br)cc(/C=C2\NC(=S)NC2=O)cc1OC	-5	-0.2	-0.2	2
